FID counter: fluorescent intercalator displacement, NS3 helicase counter-screen. inhibition, % at 7.9 µM. hit rate 0.17% among 290,000. DNA fluorescent intercalator displacement, fluorescence; in the data active = inhibition above about 37%;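 note: 0% = vehicle and 100% = reference compound; higher means more ethidium bromide displaced from hairpin DNA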
VIM-2 inhibitor: blocks Pseudomonas aeruginosa VIM-2 metallo-beta-lactamase; purified VIM-2, nitrocefin hydrolysis, epi-absorbance fluorescence; inhibition, % at 5.6 µM; hit rate 0.89% among 290,000; AID 1527;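 active = inhibition above the mean of all tested compounds plus 3 SD, cutoff set per screening run, cut at about 7.5% in these data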;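 note: red hydrolysis product quenches plate fluorescence so inhibitors raise well fluorescence; 0% = enzyme with DMSO and 100% = DMSO without enzyme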
PHOSPHO1 inh: PHOSPHO1 (human) inhibition; Q8TCT1; recombinant PHOSPHO1, absorbance phosphatase assay; inhibition, % at 13.3 µM; hit rate 1.1% among 290,000; AID 1565; in the data active = inhibition above about 60%
Target sequence (Q8TCT1 whole entry, looked up): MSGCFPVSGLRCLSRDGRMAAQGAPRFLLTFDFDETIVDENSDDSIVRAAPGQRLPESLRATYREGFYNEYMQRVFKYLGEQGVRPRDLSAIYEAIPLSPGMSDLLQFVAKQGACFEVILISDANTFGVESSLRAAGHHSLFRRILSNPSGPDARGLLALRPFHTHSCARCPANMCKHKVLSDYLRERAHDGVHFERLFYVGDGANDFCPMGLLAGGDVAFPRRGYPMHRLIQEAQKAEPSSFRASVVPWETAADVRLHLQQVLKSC
OXTR ag: activates the human oxytocin receptor | activation, % at 3 µM | hit rate 0.32% among 320,000 | CHO-OTR cells, Fluo-8 calcium fluorescence; normalized: DMSO 0%, oxytocin 100%;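 active = activation above the mean of all tested compounds plus 3 SD, cutoff set per screening run, cut at about 20% in these data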;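 note: peak over basal fluorescence ratio from a 100 s FLIPR kinetic read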
Target sequence (P30559 whole entry, looked up): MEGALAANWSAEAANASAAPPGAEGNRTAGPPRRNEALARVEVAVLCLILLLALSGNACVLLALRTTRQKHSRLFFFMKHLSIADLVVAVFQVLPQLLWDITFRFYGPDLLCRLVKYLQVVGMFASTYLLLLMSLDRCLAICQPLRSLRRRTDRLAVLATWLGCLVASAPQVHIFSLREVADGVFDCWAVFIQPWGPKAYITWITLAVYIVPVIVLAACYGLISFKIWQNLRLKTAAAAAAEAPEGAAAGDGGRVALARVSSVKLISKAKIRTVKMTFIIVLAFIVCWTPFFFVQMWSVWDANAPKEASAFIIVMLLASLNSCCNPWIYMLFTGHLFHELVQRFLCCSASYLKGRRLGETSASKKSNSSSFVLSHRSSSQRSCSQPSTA
V1R ag counter: V1a receptor agonism, counter-screen for OXTR agonists; CHO-V1R cells, Fluo-8 calcium fluorescence, agonist mode; 0% DMSO, 100% 3 nM vasopressin; P37288; hit rate 0.25% among 320,000; activation, % at 3 µM;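 active = activation above the mean activation of all tested compounds plus 3 SD, per screening run, cut at about 20% in these data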;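 note: signal is peak over basal fluorescence ratio across a 100 second FLIPR read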
HCV NS3 hel inh: HCV NS3 helicase inhibition. NS3 helicase DNA unwinding, Cy5 molecular beacon fluorescence. inhibition, % at 10.9 µM. hit rate 0.56% among 290,000;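 active = inhibition above the mean of all tested compounds plus 3 SD, set per campaign, cut at about 35% in these data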;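 note: 0% = DMSO wells and 100% = thioflavine S control wells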
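assay system = NS3 helicase fragment of HCV | buffer or medium = MOPS pH 6.5, MgCl2, DTT, Tween20, BSA | timing = 60 min unwinding reaction at 25 °C after ATP addition | signal = Cy5 beacon fluorescence read at start and 1 h | read-out basis = % inhibition of unwinding | control set = low DMSO, high thioflavine S at 110 µM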
IMP-1 inh: blocks Pseudomonas aeruginosa IMP-1 metallo-beta-lactamase; purified IMP-1, nitrocefin hydrolysis, epi-absorbance fluorescence; inhibition, % at 5.6 µM; hit rate 0.45% among 290,000;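 active = inhibition above the mean plus 3 SD of all compounds in the same screening run, cut at about 4.5% in these data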;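 note: 0% = IMP-1 with DMSO and 100% = DMSO wells lacking enzyme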
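system = purified recombinant IMP-1 beta-lactamase | amount = 0.2 nM IMP-1, as dispensed | medium = HEPES buffer pH 7.1 with ZnSO4 and Brij 35 | times = 25 °C, 15 min preincubation, 25 min reaction | detection = plate fluorescence quenching by hydrolysis product, ex 480/em 530 nm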
GalR3 antag: antagonists of human GalR3 | O60755 | HEK293 GalR3-CNG cAMP membrane potential fluorescence; galR3 body fused to GalR1 C-terminus | inhibition, % at 3 µM | hit rate 0.44% among 360,000 | AID 651719;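 active = inhibition above the screen-wide average plus 3 SD, cut at about 13% in these data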;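 note: forskolin and galanin both at EC90 stimulate the cells; cAMP rise reported by CNG channel membrane potential dye signal; 0% = forskolin plus galanin with DMSO and 100% = forskolin alone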
Target sequence (O60755 1-299 limits assumed): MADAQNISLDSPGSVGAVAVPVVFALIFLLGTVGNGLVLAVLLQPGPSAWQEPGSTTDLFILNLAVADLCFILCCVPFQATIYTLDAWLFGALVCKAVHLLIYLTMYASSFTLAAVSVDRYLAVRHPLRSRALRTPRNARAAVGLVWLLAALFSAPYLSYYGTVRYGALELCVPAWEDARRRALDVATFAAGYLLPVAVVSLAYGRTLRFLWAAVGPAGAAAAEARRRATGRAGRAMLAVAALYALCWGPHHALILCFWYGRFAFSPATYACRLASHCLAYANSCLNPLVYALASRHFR
GPR7 antagonist: human neuropeptides B/W receptor 1 antagonism. P48145. hit rate 1.1% among 290,000. inhibition, % at 4.4 µM. AID 1861. GPR7-expressing cells, fluorescence antagonist assay; in the data active = inhibition above about 16%, passing the limit was not always enough;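 note: cells stimulated with the agonist NPW; 0% = agonist with vehicle and 100% = vehicle without agonist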
* hit, by the source's call; x = no result given.

Values run as follows: FID counter	VIM-2 inhibitor	PHOSPHO1 inh	OXTR ag	V1R ag counter	HCV NS3 hel inh	IMP-1 inh	GalR3 antag	GPR7 antagonist
CC1(C)Cc2c(cnn2-c2cccc(F)c2)C(NC(=O)C2CCOCC2)C1 (stereo unspecified)
→ -27	-2.2	27	-0.9	-1.0	-1	-1.9	0	-6
Cc1cc(Cl)c(C(=O)Nc2cccc(C(F)(F)F)c2)c(C)n1
→ -1	0.5	40	-0.5	0.6	4	-4.2	-7	4
Cc1ccc(N/N=C2\CC(=O)c3ccccc32)cc1Cl
→ -2	2.1	15	-1.3	0.1	-2	0.2	x	-8
CC(=O)c1ccc(COC(=O)c2ccccc2NC(=O)C(C)C)cc1
→ -23	-2.0	12	-2.1	-0.9	28	-0.9	x	-15
COc1ccc(NC(=O)CC2SC(=O)NC2=O)cc1 (stereo unspecified)
→ -20	3.5	-31	5.2	0.7	23	3.6	-4	-11
Cc1cccc(C)c1NC(=O)Cn1c(CN2CCCCC2)nc2ccccc2c1=O
→ -3	-0.5	-17	0.7	-0.3	6	-1.9	-6	-4
CC(C)(C)c1ccc(S(=O)(=O)NCc2ccc(C(=O)N3CCOCC3)cc2)cc1
→ -26	-6.2	5	10	6.0	-2	-4.7	-4	3
CCCCc1ccc(NC(=O)CSC2=NN3CCCC(=O)N=C3S2)cc1
→ -15	-0.6	32	3.1	7.1	-14	-1.7	-2	-15
NS(=O)(=O)c1ccc(N=Nc2c(-c3ccccc3)[nH]n(-c3nc(-c4ccccc4)cs3)c2=O)cc1
→ -3	-0.9	-1	-0.8	0.0	7	-0.9	-11	-4
Cc1c(C(=O)N2CCN(Cc3ccccc3)CC2)oc2c1C(=O)CCC2
→ -19	-2.3	50	-0.8	-0.2	-12	-0.5	-1	-7
COc1cc(OC)cc(C(=O)NC(=S)NNC(=O)[C@H]2C[C@@H]2c2ccccc2)c1
→ -5	-4.2	34	23*	2.2	-4	-4.0	-1	-9
C=COC(=O)CSc1snc(SCC(=O)OC)c1C#N
→ 0	-2.4	-7	-0.4	0.0	6	-0.8	-5	-10
COc1cccc(-n2nnnc2SCC(=O)NC2CCCC2)c1
→ -8	-4.6	45	-1.2	-0.2	-3	-2.1	2	-2
COc1cc(NC(=O)c2cc(C)on2)cc(OC)c1OC
→ -3	-3.4	-6	0.5	0.1	-2	-2.0	x	-10
COC(=O)c1ccc(/C=N/NC(=O)C(=O)NCC2CCCO2)cc1 (stereo unspecified)
→ -5	0.0	3	-1.6	-0.5	7	-1.2	7	-12
COc1ccc(NC(=O)CSc2nccn2Cc2ccccc2)c(OC)c1
→ -30	-0.4	32	0.4	2.6	-6	-3.7	0	12
O=c1[nH]c(CN2CCc3ccccc32)nc2scc(-c3cccs3)c12
→ -4	-4.0	64*	-0.8	1.2	17	-2.6	-2	-6
CCCOc1nc(C)cc(COC)c1C(N)=O
→ -1	-1.6	-8	0.9	-0.1	7	-1.6	-7	-7
O=C(c1ccccc1)N(Cc1nc2ccccc2c(=O)[nH]1)C1CCCCC1
→ -16	-1.8	33	-2.4	-0.9	-9	-1.1	-7	-4
Cc1cc(N2CCCCC2)nc(N2CCCCC2)n1
→ 7	1.4	20	-0.3	0.9	-10	0.0	-5	-1
C(#Cc1ccccc1)C[N+]1(CC#Cc2ccccc2)CCCCC1
→ 7	-0.6	20	-1.1	-1.0	-29	-1.1	0	-4
COc1cccc(NC(=O)CN(C)C(=O)Cc2ccc(Cl)cc2Cl)c1
→ -17	-0.1	31	0.4	1.6	-7	-2.4	-9	-11
Cc1ccc(NC(=O)c2ccc(NC(=O)C3CCCCC3C(=O)O)cc2)cc1 (stereo unspecified)
→ -40	-1.6	32	1.1	0.9	11	-1.0	-1	-6
Cc1ccc(C)c(NC(=O)C(Sc2nc3ccccc3c(=O)n2CC(C)C)c2ccccc2)c1 (stereo unspecified)
→ -1	-1.0	-45	-1.4	1.0	-5	-1.4	3	-16
COc1ccc(/C=C2\SC(=S)N(CCC(=O)N3CCCCC3CCO)C2=O)cc1 (stereo unspecified)
→ -30	2.0	40	-0.6	3.5	-9	0.5	-4	8
CCN(CC)C(=S)NC(=O)c1ccc(F)cc1
→ -3	-3.3	6	0.4	-0.1	-4	-2.5	-4	5
CSc1ccccc1C(=O)N(C)Cc1ccccc1
→ -9	-0.7	34	-1.3	-0.3	6	-4.1	-1	-6
CCCn1nnc(NC(=O)C(C)C)n1
→ 0	-2.7	32	1.5	0.8	4	-3.4	0	-6
CC1Cc2nc(SCC(=O)N3CCN(c4ccccc4)CC3)n(C)c(=O)c2S1 (stereo unspecified)
→ -25	0.7	-34	-1.0	-1.0	-2	-1.7	x	-10
Cc1cccc(NC(=O)NC(=S)NC(=O)c2ccccc2)c1
→ -10	-5.0	4	3.0	2.5	7	-4.8	3	-4

Some of the entries above, reformatted:
canonical_smiles	FID counter	VIM-2 inhibitor	PHOSPHO1 inh	OXTR ag	V1R ag counter	HCV NS3 hel inh	IMP-1 inh	GalR3 antag	GPR7 antagonist
CCCCc1ccc(NC(=O)CSC2=NN3CCCC(=O)N=C3S2)cc1	-15	-0.6	32	3.1	7.1	-14	-1.7	-2	-15
NS(=O)(=O)c1ccc(N=Nc2c(-c3ccccc3)[nH]n(-c3nc(-c4ccccc4)cs3)c2=O)cc1	-3	-0.9	-1	-0.8	0.0	7	-0.9	-11	-4

Continuation:
Values run as follows: FID counter	VIM-2 inhibitor	PHOSPHO1 inh	OXTR ag	V1R ag counter	HCV NS3 hel inh	IMP-1 inh	GalR3 antag	GPR7 antagonist
CCc1ccc(/C=C2\Oc3ccc(C(=O)OC)cc3C2=O)cc1
→ 1	-3.6	3	-0.1	0.1	5	-2.4	7	-7
COc1ccc(-c2cc(C(N)=O)nc(N3CCCCCC3)n2)cc1
→ -4	-0.2	18	-0.2	-0.1	-7	-1.4	0	-5
O=C(NCCc1ccccc1)c1cccs1
→ 0	-2.0	4	0.7	1.7	3	-4.1	-5	4
CCN(CC)CCCNC(=O)Cc1c(C(=O)O)n(C)c2ccccc12
→ -1	-7.1	-13	-0.8	0.4	3	-3.4	-5	-12
CCC(C)C(NC(=O)C1CCC(C)CC1)C(=O)NCCCN1CCCCC1CC (stereo unspecified)
→ 10	-1.6	-30	-1.1	-0.1	-9	-2.2	-2	-14
O=C(O)CCSc1ncnc2sc(-c3ccccc3)cc12
→ -14	-1.9	12	3.9	3.2	3	-2.2	-2	-11
COc1cccc(CN2CCN(c3ccc(F)cc3)C2=O)c1
→ -10	-0.7	24	-2.6	-0.8	-4	-3.0	-8	-3
COCCNC(=O)C(c1cccs1)N(C(=O)Cn1nnc2ccccc21)c1ccc2c(c1)OCO2 (stereo unspecified)
→ -23	-3.8	4	-1.1	0.3	0	-2.8	-4	-7
C/C(=N\NC(=S)Nc1ccc(F)cc1)C1CC1
→ 3	-2.0	-27	-1.1	-0.6	13	-3.5	0	-15
N#CCCN(Cc1cccnc1)C(=O)Nc1cccc(Cl)c1
→ -1	-2.4	-26	1.1	0.3	3	-1.7	-2	-7
CC1CCC(NC(=O)CCS(=O)(=O)c2ccc3c(c2)oc(=O)n3C)CC1 (stereo unspecified)
→ -10	0.4	12	0.7	1.2	2	-1.3	-1	-12
COC1(OC)C(=N/O)/C(=N\O)CCC1O (stereo unspecified)
→ -1	-2.4	-6	1.3	0.2	3	-3.0	2	1
CCCN1CNC(=S)N(CC2CCCO2)C1 (stereo unspecified)
→ -3	-1.7	14	2.0	0.0	5	-0.6	1	-8
CC(C)(C)NC(=O)CCN1CCOCC1
→ -8	1.4	-1	0.2	1.4	-1	-3.0	1	-13
O=C(Nc1ccc(N2CCCCC2)cc1)c1cc([N+](=O)[O-])cc([N+](=O)[O-])c1
→ 2	-2.0	28	0.2	0.2	5	-2.2	6	-15
Cc1nc(NS(=O)(=O)c2ccccc2)sc1NC(=O)Nc1ccc(Cl)cc1
→ 1	-3.0	20	0.8	0.5	11	-1.4	-4	-14
Cn1c(Oc2ccc(F)cc2F)c(C=O)c2ccccc21
→ -10	0.4	38	-3.0	-1.9	-7	-0.7	-4	-5
C=CCN1C(=O)C(CC(=O)NCC)SC1=Nc1cc(Cl)ccc1Cl (stereo unspecified)
→ -29	-2.2	45	-2.1	-0.6	18	-1.8	2	3
CCOC(=O)C1(Cc2ccc(OC)cc2)CCN(C(=O)c2ccc3[nH]ccc3c2)CC1
→ -7	-4.3	48	1.2	1.0	3	-3.3	-7	-8
COc1cc(Br)cc(CN2CCN(C/C=C/c3ccccc3)CC2)c1O
→ 9	-3.4	25	2.1	2.0	-36	-1.4	-10	-9
CCN1C(=O)N(CN2CCOCC2)C2C1N(CN1CCOCC1)C(=O)N2CC (stereo unspecified)
→ x	x	-104	1.4	1.7	x	x	-5	x
O=[N+]([O-])c1ccc(-c2cn3c(n2)CCC3)cc1
→ -1	-0.7	-10	2.5	2.5	-6	-2.1	2	-11
Cc1ccccc1CN1CCN(CC(=O)NCc2ccccn2)C1=O
→ -10	-5.4	-26	-1.1	0.7	9	-2.6	-1	9
COc1cccc(CNCc2ccc3c(c2)OCO3)c1
→ 4	-1.9	14	x	x	-1	-4.2	-9	-11
CCNC(=O)c1cc(Br)ccc1Cl
→ -2	-1.8	6	1.2	-0.1	-1	-0.8	-5	7
O=C(NCc1ccccc1)C1=C[C@H](c2ccc(C(F)(F)F)cc2)C[C@H](OCc2ccc(CO)cc2)O1
→ -20	-2.0	35	0.4	1.1	-7	-2.7	1	-3
O=C1CN(C(=O)CSc2nc(-c3ccc(Cl)cc3)cs2)c2ccccc2N1
→ -18	-1.5	-3	-1.0	0.7	-4	-4.0	-7	2
CCOC(=O)C1(CCc2ccccc2)CCN(C(=O)CCc2cnccn2)CC1
→ -34	-3.6	48	0.5	-0.4	5	-2.7	-8	-12
O=C(COc1ccc(S(=O)(=O)N2CCCCC2)cc1)NC1CCCCC1
→ -25	-0.2	31	2.4	-0.5	-4	1.0	-2	-3
Cc1ccc(NC(=O)Cc2c(Cl)cccc2Cl)cc1S(=O)(=O)N(C)C
→ -14	-0.5	-8	-0.3	-0.3	10	-4.8	1	-7
O=C(Nc1ccc([N+](=O)[O-])cc1)c1ccc(Cn2cc([N+](=O)[O-])cn2)cc1
→ 6	-3.0	4	16	14	5	-2.8	-1	24*
COc1ccc(CN(C)C(=O)Cc2c[nH]c3ccccc23)cc1
→ -18	-2.5	28	1.4	2.9	-14	-2.8	-11	6
COc1cccc2c(=O)n(CC(=O)N3CCCCCC3)ccc12
→ -5	1.0	-12	-0.7	-0.6	-1	-3.4	x	-11
O=C(/C=C/c1cccs1)c1ccc(NC(=O)c2ccccc2F)cc1
→ -1	-1.6	19	-0.7	0.4	-3	-3.0	2	9
CCOC(=O)C1CCCNC1=O (stereo unspecified)
→ -4	2.5	-1	1.1	-1.0	20	0.4	-5	7
CCCN1CN=C(Nc2nc3ccccc3o2)NC1
→ -11	-2.0	20	-0.7	0.6	14	-2.3	-4	-6
CC(C)NC(=O)c1cc(=O)n(C)c(=O)n1C
→ -3	-2.4	-7	0.5	0.3	2	-1.9	x	-5
O=C(NC(=S)NNC(=O)c1ccccc1O)c1ccco1
→ -1	-2.1	16	2.9	1.5	-7	-3.5	4	3
COc1ccc(N(CC(=O)Nc2cccc(C(F)(F)F)c2)S(C)(=O)=O)cc1
→ -7	-1.9	7	2.2	2.1	-5	-5.1	-5	-1
